Source: PubChem BioAssay
Mito fusion act: inhibitors of mitochondrial division or activators of mitochondrial fusion | S. cerevisiae fusion-defective mutant growth rescue, CellTiterGlo 48 h | Potency, µM (top dose mostly 46.1 µM), inactives show top-dose growth rescue (activation), most hits filed as activators | hit rate 0.23% among 320,000 | AID 485298;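 also: potency is read from the fitted curve at half-maximal effect; % of control where 0% means no effect; nearly all actives have a fitted effect of over 45% in size; temperature-sensitive fusion mutants such as fzo1-1 at 37 °C on non-fermentable ethanol glycerol medium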
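Read-out: ATP-based luminescence (CellTiterGlo, 10 min ambient) reporting growth of fusion-defective ts yeast after 48 hours at 37C on glycerol/ethanol YPEG medium in the presence of compound.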
ELG1 repair inh: inhibitors of ELG1-dependent DNA repair in HEK293T cells | hit rate 2.3% among 330,000 | HEK293T ELG1-luciferase reporter, luminescence, 16 h; DNA damage induced by 5-fluorouridine | Potency, µM (doses to about 46.1 µM), for inactives: top-dose activity change, negative = inhibition, most hits filed as inhibitors; also: potency is read from the fitted curve at half-maximal effect; % is scaled to controls: 0 for no effect and ±100 for the full control effect; nearly all actives have a fitted effect of over 55% in size
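Cells (2,000 per well) received 5-fluorouridine plus test compound or DMSO and were incubated 16 hr at 37 °C, 5% CO2. Luciferase activity was read by luminescence 30 min after ONE-Glo addition; signal suppression marked inhibition of damage-induced ELG1 function.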
Eya2 phos inh: Eya2 (human) phosphatase inhibition | recombinant Eya2, OMFP fluorescence dephosphorylation (OMFP is methylfluorescein phosphate) | Potency, µM (titrated, usually from 76.9 µM), without a hit: at the highest dose activity, negative = inhibition, actives largely listed as inhibitors | AID 488837 | O00167 | hit rate 0.006% among 330,000; also: potency is read from the fitted curve at half-maximal effect; % is scaled to controls: 0 for no effect and ±100 for the full control effect
Target sequence (O00167 whole entry, looked up): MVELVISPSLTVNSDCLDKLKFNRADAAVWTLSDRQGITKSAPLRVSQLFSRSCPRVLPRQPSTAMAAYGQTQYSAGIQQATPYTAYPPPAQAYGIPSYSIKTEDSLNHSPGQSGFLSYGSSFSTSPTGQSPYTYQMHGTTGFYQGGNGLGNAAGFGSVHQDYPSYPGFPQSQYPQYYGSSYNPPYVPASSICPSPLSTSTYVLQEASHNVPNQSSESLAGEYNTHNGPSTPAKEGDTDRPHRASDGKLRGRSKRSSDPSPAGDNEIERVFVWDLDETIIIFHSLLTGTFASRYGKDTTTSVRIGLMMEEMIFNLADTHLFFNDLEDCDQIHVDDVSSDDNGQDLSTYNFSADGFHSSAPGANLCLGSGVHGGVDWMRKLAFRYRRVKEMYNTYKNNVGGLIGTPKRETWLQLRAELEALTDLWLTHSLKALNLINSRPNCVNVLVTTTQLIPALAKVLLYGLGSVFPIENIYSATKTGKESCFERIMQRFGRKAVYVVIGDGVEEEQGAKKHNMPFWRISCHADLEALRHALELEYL
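Eya2 (0.2 uM) preincubated 10 min at ambient with compound, then OMFP substrate added at 50 uM; 10 min reaction in 50 mM HEPES pH 7.5, 50 mM NaCl, 5 uM MgCl2, 0.05% BSA, 1 mM DTT. Fluorescence read at Ex 485/Em 525 nm.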
Tb PFK inh: blocks T. brucei phosphofructokinase; Potency, µM (series often up to 57.5 µM), inactives show at the highest dose activity, negative = inhibition, most hits filed as inhibitors; hit rate 0.17% among 330,000; AID 485367; T. brucei PFK, ADP-Glo luminescence; O15648;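 also: potency is read from the fitted curve at half-maximal effect; 0% = uninhibited 1x PFK enzyme wells and -100% = no-enzyme wells; nearly all actives have a fitted effect of over 60% in size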
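1.25 nM PFK with 0.5 mM F6P and 0.1 mM ATP in 0.1 M TEA pH 8.0, 5 mM MgCl2, incubated 45 min at room temperature; ADP measured by ADP-Glo luminescence; compounds titrated up to 57 uM.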
TSG101-PTAP inh: blocks PTAP/TSG101 interaction to inhibit HIV-1 budding | 340,000 tested, under 10 active | Potency, µM (titrated, usually from 115 µM), for the others: at the top dose activity change, negative = inhibition, most hits filed as inhibitors | Fluorescence polarization, FITC-PTAP peptide / Tsg101 binding; active = well fitted inhibition curve with a large enough effect in the main read-out, with a control signal flat, not every such curve was filed as active; inconclusive = small, poorly fitted or top-dose-only effect, or effect the other way, or a change in a side signal; inactive = no such curve, though single readings can be large or run the other way; also: potency is read from the fitted curve at half-maximal effect; % of control where 0% means no effect
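Fluorescence polarization binding of Tsg101 binding domain (10 uM final) to FITC-labeled PTAP peptide (50 nM final) in HEPES pH 7.5 buffer with NaCl, Tween 20, EDTA, TCEP. Compounds added before peptide; binding 20 min at RT.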
uPA generation: cell surface uPA generation inhibition; AID 540303; hit rate 0.31% among 330,000; Potency, µM (doses to about 38.3 µM), inactives show top-dose activity change, negative = inhibition, actives largely listed as inhibitors; cell surface uPA generation assay, qHTS; active = well fitted inhibition curve with a large enough effect; inconclusive = small, poorly fitted or top-dose-only effect; inactive = no such curve, though single readings can be large or run the other way; tested in mouse RAW 264.7 cells; also: potency is read from the fitted curve at half-maximal effect; % is scaled to controls: 0 for no effect and ±100 for the full control effect; nearly all actives have a fitted effect of over 55% in size
TSHR antagonist: antagonists of human thyroid stimulating hormone receptor; hit rate 0.2% among 330,000; AID 504810; TSHR-expressing cells, TSH-stimulated cAMP HTRF, 2 h; active compounds read low; activity change, negative = inhibition, % at 11.5 µM;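 active = activity change below a set negative limit, meaning inhibition stronger than a set level, cut at about -70% in these data; inconclusive = activity change between two set negative limits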; also: % is scaled to controls: 0 for no effect and ±100 for the full control effect
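TSHR-expressing cells were treated with compounds, then stimulated with TSH at EC80 (4nM final) for 2 hours at 37 deg C. Cellular cAMP was measured by HTRF competition between lysate cAMP and cAMP-d2 for a cryptate-labelled anti-cAMP antibody.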
TCR activator: activators of T cell receptors; primary human leukocytes, anti-CD3, IL-2 HTRF, 48 h; Potency, µM (doses to about 9.22 µM), for the others: at the top dose activation of IL-2 secretion, most hits filed as activators; 330,000 tested, under 10 active; also: % of control where 0% means no effect
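1) Mix primary human leukocytes, a-CD3 beads and compound. 2) Incubate 48 hr. 3) Add HTRF IL-2 reagents (a-IL-2-K, a-IL-2-d2).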
B2AR arrestin: recruits beta-arrestin to the human beta2-adrenergic receptor; hit rate 0.02% among 330,000; beta-arrestin recruitment to beta2AR, cell-based reporter; AID 492947; Potency, µM (doses to about 46.1 µM), for inactives: top-dose activation, usual class: activators;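 also: potency is read from the fitted curve at half-maximal effect; 0% = DMSO controls and full agonism = EC100 isoproterenol or metaproterenol; nearly all actives have a fitted effect of over 65% in size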
USP2a block: USP2a (human) protease inhibition. O75604. USP2 core, Ub-CHOP2 coupled fluorogenic reporter, 485/531. Potency, µM (highest dose often 38.3 µM), for inactives: top-dose activity change, negative = inhibition, usual class: inhibitors. hit rate 0.01% among 330,000. AID 463254;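 also: potency is read from the fitted curve at half-maximal effect; plate controls were DMSO wells for no effect and full inhibition by NEM control for full effect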
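Deubiquitinase activity read as fluorescence (485/531 nm) after Ub-CHOP2 cleavage activates the enterokinase reporter on its substrate; USP2 core 10nM, Ub-CHOP2 and substrate 25nM each, 30min compound preincubation then 60min RT; data normalized to NEM, curves fitted.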
Chronic BCR inh: blocks chronic active B-cell receptor signaling | AID 493014 | ABC-DLBCL IkBa-CBG/CBR reporter, luminescence ratio, 4 h | Potency, µM (doses to about 46.1 µM), inactives show top-dose ratio change, negative = lower green/red ratio, usual class: inhibitors | hit rate 0.05% among 340,000; active = well fitted inhibition curve with a large enough effect in the signal ratio, with a control signal flat, not every such curve was filed as active; inconclusive = small, poorly fitted or top-dose-only effect, or effect the other way, or a change in a side signal; the % refers to the signal ratio;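 also: potency is read from the fitted curve at half-maximal effect; plate controls were basal doxycycline-induced cells for no effect and cells given 10 µM MG132 for full effect; MG132 reads +100%, hits lower the ratio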
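Cell line TMD8 (human ABC DLBCL), stably expressing tet-inducible CBG68-IkBa fusion and CBR; IMDM/0.5% FBS; cpd up to 46 uM; dox induction, 4 h, 37C/5% CO2; dual luminescence; green/red ratio; MG132 control.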
Numbers without * were called inactive; u = inconclusive; [ ] = dose if it differs, or a comment. Unless noted, calls follow the shape of the dose curve; as a rule, active = well fitted curve in the direction sought with a large enough effect; inconclusive = small, poorly fitted or top-dose-only effect, or another doubt; inactive = no such curve, though single readings can be large; an effect the other way counts as inactive or inconclusive.

SMILES	Mito fusion act	ELG1 repair inh	Eya2 phos inh	Tb PFK inh	TSG101-PTAP inh	uPA generation	TSHR antagonist	TCR activator	B2AR arrestin	USP2a block	Chronic BCR inh
CCn1c(COc2cccc3cccnc23)nnc1SCC(=O)OC	-12%	8%	0%	6%	-5%	6%	0	14%	-0.2%	-1%	2%
Cc1cc(Nc2cccc(F)c2)nc(N2CCOCC2)n1	-5%	-17%	7%	-7%	-7%	4%	-6	9%	-0.7%	1%	u
CCN(CC)C(=S)NC(=O)c1ccc(Cl)cc1Cl	2%	-4%	-23%	-3%	-5%	1%	3	1%	-0.2%	-1%	-21%
COc1ccc(CCNC(=O)COc2cc(O)c3c(c2)OC(C)(C)CC3=O)cc1	4%	-9%	4%	-5%	-1%	22%	12	13%	-1.3%	3%	8%
CCc1ccc(NC(=O)c2sc3nc(C)nc(N4CCN(c5ccccn5)CC4)c3c2C)cc1	28%	-3%	1%	0%	-3%	1%	-12	2%	-0.3%	0%	0%
O=C(COC(=O)Cc1ccccc1[N+](=O)[O-])NCc1ccc(F)cc1	-19%	18%	0%	-1%	-4%	1%	-5	1%[46.1 µM]	0.3%	4%	0%
Cc1ccc(NC2CCCN(C(=O)c3cn4cc(Cl)ccc4n3)C2)cc1C (configuration not stated)	4%	9%	-7%	0%	-8%	2%	31	-1%	-0.4%	3%	2%
O=C(CNC(=O)c1ccc(Cl)cc1)OCCCOC(=O)CNC(=O)c1ccc(Cl)cc1	-1%	u	-9%	-1%	-3%	9%	5	-3%	0.0%	-2%	u
O=C(N=C1SC2CS(=O)(=O)CC2N1Cc1ccc(Cl)cc1)C1CCCO1 (configuration not stated)	1%	17%	-3%	0%	-2%	4%	1	8%	0.6%	4%	3%
Nc1nccnc1C(=O)OCC(=O)Nc1cccc(S(=O)(=O)N2CCCCC2)c1	-4%	0%	13%	12%	-1%	0%	0	-4%[46.1 µM]	0.0%	-1%	u
Cc1c(NC(=O)CSCc2c(F)cccc2Cl)c(=O)n(-c2ccccc2)n1C	12%	-10%	-3%	-1%	0%	2%	-5	9%	0.1%	4%	u
CC(/C=C/c1ccccc1)=N/NC(=O)c1nc2nc(C)cc(C)n2n1	4%	7%	-1%	-1%	-3%	2%	-9	3%	0.3%	-2%	u

Profiles as entered above. Screens in order: Mito fusion act, ELG1 repair inh, Eya2 phos inh, Tb PFK inh, TSG101-PTAP inh, uPA generation, TSHR antagonist, TCR activator, B2AR arrestin, USP2a block, Chronic BCR inh
O=C(COC(=O)Cc1ccccc1[N+](=O)[O-])NCc1ccc(F)cc1 is listed with -19%, 18%, 0%, -1%, -4%, 1%, -5, 1%[46.1 µM], 0.3%, 4%, 0%
O=C(N=C1SC2CS(=O)(=O)CC2N1Cc1ccc(Cl)cc1)C1CCCO1 (configuration not stated) is listed with 1%, 17%, -3%, 0%, -2%, 4%, 1, 8%, 0.6%, 4%, 3%

9 compounds out of the list, arranged by molecular weight, smallest number first:
SMILES	Mito fusion act	ELG1 repair inh	Eya2 phos inh	Tb PFK inh	TSG101-PTAP inh	uPA generation	TSHR antagonist	TCR activator	B2AR arrestin	USP2a block	Chronic BCR inh
Cc1cc(Nc2cccc(F)c2)nc(N2CCOCC2)n1	-5%	-17%	7%	-7%	-7%	4%	-6	9%	-0.7%	1%	u
CC(/C=C/c1ccccc1)=N/NC(=O)c1nc2nc(C)cc(C)n2n1	4%	7%	-1%	-1%	-3%	2%	-9	3%	0.3%	-2%	u
O=C(COC(=O)Cc1ccccc1[N+](=O)[O-])NCc1ccc(F)cc1	-19%	18%	0%	-1%	-4%	1%	-5	1%[46.1 µM]	0.3%	4%	0%
CCn1c(COc2cccc3cccnc23)nnc1SCC(=O)OC	-12%	8%	0%	6%	-5%	6%	0	14%	-0.2%	-1%	2%
Cc1ccc(NC2CCCN(C(=O)c3cn4cc(Cl)ccc4n3)C2)cc1C (configuration not stated)	4%	9%	-7%	0%	-8%	2%	31	-1%	-0.4%	3%	2%
COc1ccc(CCNC(=O)COc2cc(O)c3c(c2)OC(C)(C)CC3=O)cc1	4%	-9%	4%	-5%	-1%	22%	12	13%	-1.3%	3%	8%
O=C(N=C1SC2CS(=O)(=O)CC2N1Cc1ccc(Cl)cc1)C1CCCO1 (configuration not stated)	1%	17%	-3%	0%	-2%	4%	1	8%	0.6%	4%	3%
Nc1nccnc1C(=O)OCC(=O)Nc1cccc(S(=O)(=O)N2CCCCC2)c1	-4%	0%	13%	12%	-1%	0%	0	-4%[46.1 µM]	0.0%	-1%	u
O=C(CNC(=O)c1ccc(Cl)cc1)OCCCOC(=O)CNC(=O)c1ccc(Cl)cc1	-1%	u	-9%	-1%	-3%	9%	5	-3%	0.0%	-2%	u
